Source: PubChem
Tau fibril FP – blocks human tau fibril formation measured by polarization; K18 P301L tau heparin fibrillization, Alexa594 FP, 6 h; P10636; 280,000 compounds, 0.39% hits; Potency, µM (titrated, usually from 57.7 µM), for the others: at the highest dose activity, negative = inhibition, hits mostly inhibitors; AID 1468; also: % is scaled to controls: 0 for no effect and ±100 for the full control effect; nearly all actives have a fitted effect of over 55% in size
Target sequence (P10636 561-689 P618L limits assumed): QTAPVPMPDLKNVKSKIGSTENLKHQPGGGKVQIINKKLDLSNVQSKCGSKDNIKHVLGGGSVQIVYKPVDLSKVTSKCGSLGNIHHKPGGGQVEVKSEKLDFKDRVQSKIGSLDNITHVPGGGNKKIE
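Read-out: fluorescence polarization of Alexa 594-labeled tau (0.24 uM), 555 nm excitation, 632 nm emission. Mixtures held 15 uM unlabeled K18 P301L, compound and 20 uM heparin, pH 7 acetate buffer, incubated 6 hr at 37 C.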
GAA inh – inhibitors of human lysosomal alpha-glucosidase; P10253; AID 1466; Potency, µM (doses to about 76.9 µM), for the others: top-dose activity change, negative = inhibition, actives largely listed as inhibitors; purified human GAA, 4-MU-alpha-glucoside fluorescence; 200,000 compounds, 0.005% hits;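 also: plate controls were uninhibited enzyme wells for no effect and no-enzyme background for full effect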
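qHTS format, compound range up to 77 uM. Human lysosomal enzyme at 4 nM, 400 uM 4-MU glucoside substrate, pH 5.0, 20 min room temperature; fluorescence after alkaline stop gives activity normalized to controls.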
aGal spleen mod – alpha-galactosidase A (human) modulation; P06280; human spleen homogenate, 4MU-alpha-Gal fluorescence, 40 min; Potency, µM (top dose mostly 80 µM), inactives show at the top dose activity change, negative = inhibition, usual class: inhibitors; 240,000 compounds, 0.008% hits; AID 2107;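 also: 0% = enzyme with vehicle and -100% = no enzyme basal signal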
Target sequence (P06280 32-429 limits assumed): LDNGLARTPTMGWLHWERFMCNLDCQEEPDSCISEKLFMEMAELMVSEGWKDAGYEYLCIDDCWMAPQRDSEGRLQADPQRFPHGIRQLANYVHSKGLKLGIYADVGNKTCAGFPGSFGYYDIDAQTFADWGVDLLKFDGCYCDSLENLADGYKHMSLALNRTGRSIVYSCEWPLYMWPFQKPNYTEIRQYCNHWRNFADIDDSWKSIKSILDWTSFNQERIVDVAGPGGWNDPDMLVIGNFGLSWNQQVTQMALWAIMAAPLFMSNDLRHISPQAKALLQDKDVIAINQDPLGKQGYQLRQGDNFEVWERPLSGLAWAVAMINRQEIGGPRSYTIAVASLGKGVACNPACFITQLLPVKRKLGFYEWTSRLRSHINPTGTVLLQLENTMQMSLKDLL
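Spleen homogenate 1 ug + cpd (titration) + 4-MU-alpha-D-galactopyranoside 1 mM; 37C 40 min; 50 mM citrate/phosphate pH 5.0, 0.01% Tween-20; stop pH 10; fluorescence 365/440; AC50 via Hill.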
GAA glycogen mod – inhibitors or activators of human alpha-glucosidase glycogen cleavage; recombinant GAA, glycogen substrate, Amplex Red glucose oxidase fluorescence; AID 2100; 300,000 compounds, 0.38% hits; P10253; Potency, µM (titrated, usually from 76.4 µM), without a hit: at the top dose activity change, negative = inhibition, hits mostly inhibitors;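 also: 0% = full enzyme reaction and -100% = no-enzyme basal signal; the screen sought inhibitors and activators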
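Natural-substrate format: glycogen cleavage by 4 nM human enzyme, glucose read by Amplex Red coupling (Ex 573, Em 610 nm). Normalized to enzyme and no-enzyme controls.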
Tau fibril ThT – blocks human tau fibril formation measured by thioflavin T; AID 1460; recombinant tau K18 P301L, heparin-induced fibrillization, ThT fluorescence; 270,000 compounds, 2.1% hits; Potency, µM (highest dose often 57.4 µM), inactives show top-dose activity, negative = inhibition, actives largely listed as inhibitors; also: % is scaled to controls: 0 for no effect and ±100 for the full control effect; nearly all actives have a fitted effect of over 55% in size
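Fibril formation assay: tau K18 P301L at 15 uM with trace Alexa 594 label, heparin inducer 20 uM, pH 7 sodium acetate buffer, 37 C for 6 hr; endpoint ThT signal.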
HTT cytoprotect – protects HTT-Q103 PC12 cells, measured by ATP; PC12 HTT-Q103 induced, cytoprotection, ATP luminescence, 40 h; Potency, µM (titrated, usually from 56.4 µM), for inactives: cytoprotection (ATP increase), hits mostly activators; 230,000 compounds, 0.14% hits; AID 1471;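 also: % of control where 0% means no effect; nearly all actives have a fitted effect of over 45% in size; toxic huntingtin expression switched on by the ecdysone agonist tebufenozide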
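PC12 cells stably carrying ecdysone-inducible Htt exon 1 (Q103)–GFP were induced with 100 nM tebufenozide (final) alongside library compounds in a dose series. Cytoprotection was scored as retained ATP by ATPlite luminescence.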
Tau fluor counter – counter-screen for tau fibril formation inhibitors; Potency, µM (series often up to 57.7 µM), for the others: at the top dose activity change, negative = decrease; 280,000 compounds, 0.93% hits; tau K18 P301L (four-repeat tau fragment) Alexa594 fluorescence, heparin fibrillization; also: % is scaled to controls: 0 for no effect and ±100 for the full control effect; nearly all actives have a fitted effect of over 55% in size
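Human K18 P301L tau (15 uM unlabeled plus 0.24 uM Alexa 594-labeled, final) in 100 mM sodium acetate pH 7 was mixed with compound and 20 uM heparin and incubated 6 hr at 37 C.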
GAA spleen mod – inhibits or activates alpha-glucosidase in human spleen homogenate; human spleen homogenate, 4-MU-alpha-glucoside fluorescence; Potency, µM (doses to about 79.9 µM), inactives show at the highest dose activity change, negative = inhibition, hits mostly inhibitors; 240,000 compounds, 0.006% hits;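 also: 0% = enzyme with vehicle and -100% = no enzyme basal signal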
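Human spleen homogenate (1 ug) with 4-methylumbelliferyl-alpha-D-glucopyranoside (1 mM final) in 50 mM citrate/phosphate pH 5.0, 0.01% Tween-20; 40 min at 37 C. Stopped at pH 10; 4-MU fluorescence Ex 365/Em 440 nm; AC50 by Hill fit.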
* = called active by the depositor; u = inconclusive; x = no result given; & = joins results of further samples; [ ] = another dose, or the depositor's remark. Calls follow the shape of the dose curve; as a rule, active = well fitted curve in the direction sought with a large enough effect; inconclusive = small, poorly fitted or top-dose-only effect, or another doubt; inactive = no such curve, though single readings can be large; an effect the other way counts as inactive or inconclusive. Potency is read from the fitted curve at half-maximal effect.

1. CC(=O)c1c(C)oc2ccc(N(C(=O)Oc3ccccc3)S(=O)(=O)c3ccccc3)cc12
2. O=C(CSc1nnc(-c2cccc(S(=O)(=O)N3CCCCC3)c2)o1)c1ccc[nH]1
3. O=C(Nc1c(-c2ccccc2)nc2c(Br)cc(Br)cn12)c1ccco1
4. CC1CN(S(=O)(=O)c2cccc3nsnc23)CC(C)O1 (configuration not stated)
5. CCCc1cc(C(=O)NNC(=S)NCC)c2ccccc2n1
6. Cc1ccc(NC(=O)CN2C(=O)N/C(=C\c3cccn3-c3cccc(C(=O)O)c3)C2=O)cc1
7. COc1ccc(/C=N/NC(=O)CSc2nnc(CCCc3ccc(OC)c(C)c3)o2)cc1
8. Nc1nc(O)c(CC(=O)O)s1

assay / compound,1,2,3,4,5,6,7,8
Tau fibril FP,-13%,-1%,0%,-1%,2%,4%,-8%,-7%
GAA inh,x,-9%,0%,-1%,0%,3%,u,-5%
aGal spleen mod,x,19%,-2%,5%,-1%,-5%,-10%,-3%
GAA glycogen mod,2%[76.3 µM],-1%,6%,1%,-17%,-6%,-19%,8%
Tau fibril ThT,-2%,-10%,-3%,-4%,9%,-13%,-17%,2%
HTT cytoprotect,x,-39%[inhibitor],-5%,4%[10 µM],x,20%,-36%,5%[10 µM]
Tau fluor counter,-24%,-22%,4%,-4%,8%,0%,u,-4%
GAA spleen mod,x,-3%,2%,2%,2%,-2%,-14%,-6%

9. Cc1ccc2c(CN3CCN(CCO)CC3)cc(=O)oc2c1C
10. Cc1cc(NCCCO)n2c(nc3ccccc32)c1C#N
11. CCN(CC)CCCNc1oc(-c2cccc(Cl)c2)nc1C#N
12. CCOC(=O)c1c(NC(=O)CSc2nnc(-c3cccnc3)n2Cc2ccco2)sc(C)c1C
13. COc1ccc(Cl)cc1C(=O)Nc1ccc(Br)c(C)n1
14. CCN(CCO)c1ccc(NC(=S)Nc2cccc(S(=O)(=O)N(C)C)c2)cc1
15. O=C(COc1ccc(Br)cc1Cl)NC(=O)Nc1ccc2c(c1)OCCO2
16. CNC(=O)c1c(Cl)cnn1-c1ccc(F)cc1

assay / compound,9,10,11,12,13,14,15,16
Tau fibril FP,-8%,-7%,1%,1%,u,u,-4%,2%
GAA inh,-6%,u,1%,-8%,11%,-4%,6%,x
aGal spleen mod,13%,u,-1%,0%,-1%,9%,3%,2%
GAA glycogen mod,3%,-4%,-17%,6%,1%,u,-4%,3%
Tau fibril ThT,-11%,2%,-7%,u,2%,14µM*,-14%,4%
HTT cytoprotect,u,x,-10%[10 µM],-7%[10 µM],-25%,-23%,x,-11%[10 µM]
Tau fluor counter,-6%,-5%,-4%,-8%,3%,u,-12%,3%
GAA spleen mod,-4%,29%,-4%,-15%,-1%,2%,-7%,4%

17. O=C(c1ccc(Cl)nc1)N1CCC(Cc2ccccc2)CC1
18. O=C1C2C(C(=O)N1Cc1cccnc1)C1C=CC2C12CC2 (configuration not stated)
19. O=C(CCN1CCOCC1)Nc1ccc2c(c1)CCC2
20. CC(OC(=O)c1oc2ccccc2c1COc1ccccc1)C(=O)NC(N)=O (configuration not stated)
21. O=C1OC(c2ccc(F)cc2)=C/C1=C\c1ccc([N+](=O)[O-])o1
22. COC(=O)N1CCCc2cc(S(=O)(=O)N3CCN(c4ccccc4)CC3)ccc21
23. O=C(NCCc1ccccc1)C1CCC(CNc2c(N3CCCCC3)c(=O)c2=O)CC1 (configuration not stated)
24. CCOc1cc(Cl)c(NC(=O)CC)cc1OCC

assay / compound,17,18,19,20,21,22,23,24
Tau fibril FP,8%,-6%,-7%,-13%,u,3%,-1%,-7%
GAA inh,x,-10%,-1%,-2%,-5%,x,7%,-6%
aGal spleen mod,-3%,-6%,0%,-1%,-6%,x,0%,-5%
GAA glycogen mod,1%,10%,-2%,0%,-5%,-10%[76.3 µM],-4%,2%
Tau fibril ThT,-8%,8%,-3%,-10%,16µM*,-7%,-3%,-2%
HTT cytoprotect,32%[10 µM],-8%[0.074 µM],-6%,-27%,-16%,x,x,x
Tau fluor counter,-2%,5%,-5%,-21%,u,-27%,-8%,2%
GAA spleen mod,2%,-2%,-12%,-24%,-2%,x,-3%,-4%

25. COC(=O)C1=C(C)N(c2ccc(C)cc2)/C(=C/c2cccs2)C1=O
26. CNC(=O)CN1C(=O)COc2ccc(S(=O)(=O)N3CCCCCC3)cc21
27. Cc1ccc2[nH]c(C(=O)O)c(NC(=O)CN3CCN(c4cccc(C)c4C)CC3)c2c1
28. Cc1ccc(Nc2ccc(C(=O)O)cc2N)cc1
29. CCn1cnc2c1c(=O)n(CC(=O)Nc1cc(C)on1)c(=O)n2Cc1ccccc1
30. O=C1CCCN2N=C(SCC(=O)N3CCCCC3)SC2=N1
31. COc1ccc(-c2noc(CCCC(=O)Nc3ccc(C(N)=O)cc3)n2)cc1
32. Cc1csc2c(N3CCN(S(=O)(=O)c4ccc(Cl)cc4)CC3)ncnc12

assay / compound,25,26,27,28,29,30,31,32
Tau fibril FP,-11%,-1%,0%,-2%,-9%,17%,-3%,-6%
GAA inh,0%,x,2%,0%,-8%,x,2%,x
aGal spleen mod,-1%,x,-1%,17%,-3%,6%,9%,-6%
GAA glycogen mod,5%,-7%&-25%[76.3 µM],u,28µM*,10%,2%,-3%,4%
Tau fibril ThT,u,10%,u,u,-3%,x,-28%,-4%
HTT cytoprotect,-9%[10 µM],x,-20%,-8%,2%,22%[10 µM],-4%,36%[10 µM]
Tau fluor counter,-8%,1%,-9%,-13%,-5%,u,-8%,0%
GAA spleen mod,5%,x,-7%,4%,-2%,-1%,0%,8%

3 compounds already listed, arranged by number of heavy atoms, smallest number first:
28. Cc1ccc(Nc2ccc(C(=O)O)cc2N)cc1
29. CCn1cnc2c1c(=O)n(CC(=O)Nc1cc(C)on1)c(=O)n2Cc1ccccc1
27. Cc1ccc2[nH]c(C(=O)O)c(NC(=O)CN3CCN(c4cccc(C)c4C)CC3)c2c1

assay / compound,28,29,27
Tau fibril FP,-2%,-9%,0%
GAA inh,0%,-8%,2%
aGal spleen mod,17%,-3%,-1%
GAA glycogen mod,28µM*,10%,u
Tau fibril ThT,u,-3%,u
HTT cytoprotect,-8%,2%,-20%
Tau fluor counter,-13%,-5%,-9%
GAA spleen mod,4%,-2%,-7%

Next part
33. CCCS(=O)(=O)N1CCN(CCN2C(=O)c3cccc4cccc(c34)C2=O)CC1
34. COC(=O)c1cc(NC(=O)c2sc3ccccc3c2Cl)cc(C(=O)OC)c1
35. O=C(/C=C/c1ccco1)NC(=S)Nc1ccccc1N1CCOCC1
36. N#C/C(=C\c1ccc(N2CCOCC2)o1)c1ccccc1
37. CN1/C(=C\C(=O)CSc2cccc[n+]2[O-])C(C)(C)c2ccccc21
38. CCN(C(=O)COC(=O)c1cccc(NS(=O)(=O)c2ccc(F)c(F)c2)c1)C1CCS(=O)(=O)C1 (configuration not stated)
39. CC1(C)Oc2ccc3ccc(=O)oc3c2C(/C=N/O)C1=O (configuration not stated)
40. NNc1cc(C(=O)O)ccc1Cl

assay / compound,33,34,35,36,37,38,39,40
Tau fibril FP,6%,u,-3%,u,0%,2%,-3%,-18%
GAA inh,5%,x,7%,-12%,2%,-2%,6%,0%
aGal spleen mod,4%,x,-9%,7%,-3%,6%,-5%,1%
GAA glycogen mod,-8%,14%[76.3 µM],-20%,u,7%,-10%,-3%,-24%
Tau fibril ThT,-3%,-2%,-18%,14µM*,-2%,7%,-4%,u
HTT cytoprotect,-4%[10 µM],x,-27%,8%,-46%[inhibitor],0%[10 µM],-1%[10 µM],30%[10 µM]
Tau fluor counter,-3%,-29%,-28%,u,5%,2%,-6%,-16%
GAA spleen mod,-14%,x,-10%,3%,-5%,-3%,-4%,9%

Along the list, quoted from above:
GAA glycogen mod for entries 33–40, in order: -8%, 14%[76.3 µM], -20%, u, 7%, -10%, -3%, -24%
Tau fibril FP for entries 33–40, in order: 6%, u, -3%, u, 0%, 2%, -3%, -18%

Additional records follow.
41. CCOc1ccc2nc(SCC(=O)Nc3ncccn3)[nH]c2c1
42. CCC(=O)OCCCNc1nc(-c2ccc(Cl)cc2)nc2ccccc12
43. Cc1nnc(C)n1/N=C/c1ccccn1
44. O=C(NC(CO)(CO)CO)c1coc(=O)c(Br)c1
45. NC(=O)c1sc2nc(N3CCCCC3)c3c(c2c1N)CCCC3
46. CCOc1ccc(OCC)c(NC(=O)c2cc(S(=O)(=O)N3CCc4ccccc43)cn2C)c1
47. Cc1sc(C(=O)NCc2cccnc2)c2nc(C)n(CC(=O)NCc3cccnc3)c(=O)c12
48. Cc1sc2c(c1C)c(=O)n(Cc1ccccc1)c(=O)n2Cc1ccc(F)cc1
49. CCCN(CCC)CCCNS(=O)(=O)c1ccc2c(c1)oc(=O)n2C

assay / compound,41,42,43,44,45,46,47,48,49
Tau fibril FP,5%,u,-2%,-14%,-8%,-7%,-7%,-6%,3%
GAA inh,0%,x,-2%,u,u,x,-3%,x,0%
aGal spleen mod,1%,x,5%,u,u,x,-3%,x,2%
GAA glycogen mod,10%,-14%[76.3 µM],1%,2%,-4%,14%[76.3 µM],2%,4%[76.3 µM],-4%
Tau fibril ThT,-15%,-2%,-3%,-12%,u,4%,-11%,-4%,5%
HTT cytoprotect,1%,x,15%[10 µM],-60%[inhibitor],3%[10 µM],x,-2%,x,9%[1.9 µM]
Tau fluor counter,-11%,u,1%,-5%,-27%,u,-6%,-15%,7%
GAA spleen mod,1%,x,1%,1%,24%,x,-4%,x,-4%
